Screening data from PubChem.
MT1-MMP act inh: blocks activation of human MT1-MMP. P50281. HT1080 RFP-PRO-GFP cells, GFP/RFP ratio fluorescence, overnight; percent of plate control window, DMSO zero. GFP/RFP ratio change, % at 20 µM. actives 0.061% (n = 360,000). AID 651647;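 active means GFP/RFP ratio change of at least 30% with cell ATP level not reduced by more than half and red fluorescence within 50% of control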; further: strong numbers were not always called active
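Assay system – RFP-PRO-GFP reporter HT1080 cells · Compound dosing – single dose of 20 µM compound, 1% DMSO final · Incubation – overnight compound exposure at 37 °C · Measure – GFP/RFP fluorescence ratio · Benchmarks – DMSO wells and RFP-L50D-GFP cells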
DNMT1 block: blocks human DNA methyltransferase DNMT1; P26358; DNMT1 molecular beacon, Hinp1I cleavage, fluorescence; inhibition (reported as % activation of signal), % at 10 µM; actives 0.83% (n = 360,000); AID 588458; in the data active means inhibition above about 50%
CendR NRP1 mod: alters CendR peptide binding to human NRP-1; inhibition, % at 25 µM; O14786; AID 602438; FAM-RPARPAR peptide binding to NRP-1, fluorescence polarization; actives 0.85% (n = 360,000);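 active means inhibition or corrected inhibition above about 18%, plus a signal ratio from 0.5 to 1.5, limit read from the data, passing the limit was not always enough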; further: strong numbers were not always called active
STEP inh: inhibitors of human striatal-enriched phosphatase STEP. P54829. recombinant STEP, OMFP fluorogenic substrate, fluorescence. inhibition, % at 20 µM. actives 0.25% (n = 360,000). AID 588621;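 active means inhibition at 20 µM, scaled per plate between control wells, above about 37%, limit read from the data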;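 further: 0% = DMSO with enzyme and substrate and 100% = substrate only without enzyme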
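Material: STEP (striatal-enriched tyrosine phosphatase) enzyme, cell-free | Medium: 50 mM Bis-Tris pH 6.0 with 2.5 mM DTT and 0.005% Tween 20 | Read-out: Percent inhibition scaled to no-enzyme and uninhibited-enzyme controls, plate-pattern corrected | Signal: Fluorescence read at 480 nm ex / 540 nm em | Times: 20 min reaction, room temperature, in the dark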
LMPTP inh: LMPTP (human) inhibition | P24666 | recombinant LMPTP-A, OMFP fluorogenic substrate, fluorescence intensity | inhibition, % at 20 µM | actives 0.22% (n = 360,000);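 active means compounds that cut the enzyme signal by at least half of the control window in the single-dose screen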;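 further: plate controls were DMSO wells with enzyme plus substrate for no effect and substrate without enzyme for full effect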
Target sequence (P24666 whole entry, looked up): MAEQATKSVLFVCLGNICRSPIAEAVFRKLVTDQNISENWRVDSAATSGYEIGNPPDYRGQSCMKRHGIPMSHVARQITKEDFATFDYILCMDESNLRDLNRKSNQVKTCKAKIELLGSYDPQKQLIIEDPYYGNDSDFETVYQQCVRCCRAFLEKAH
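Material: LMPTP-A; amount: 0.625 nM enzyme; doses: single 20 µM dose; times: reaction 50 min, room temperature, dark; technique: fluorescence intensity of OMFP turnover product; benchmarks: no-enzyme and uninhibited controls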
SKN-1 inh: blocks SKN-1 activity in C. elegans; C. elegans VP596 Pgst-4::GFP/RFP ratio, acrylamide-induced, 24 h; inhibition, % at 21.8 µM; actives 0.49% (n = 360,000); AID 624304;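 active means interference check ratio from 0.5 to 1.5 plus GFP to RFP signal ratio inhibition reaching or exceeding a fixed threshold, cut at about 30% in these data, passing the limit was not always enough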; further: some compounds called inactive have numbers as strong as hits
Rpn11 inh: Rpn11 (human) deubiquitinase inhibition | calls only at 20 µM | O00487 | human 26S proteasome, Ub4-pepOG fluorescence polarization; 20S core pre-blocked with epoxomicin | actives 0.59% (n = 360,000);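 active means inhibition at 20 µM, scaled to each plate's controls, above about 33%, limit read from the data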
Target sequence (O00487 whole entry, looked up): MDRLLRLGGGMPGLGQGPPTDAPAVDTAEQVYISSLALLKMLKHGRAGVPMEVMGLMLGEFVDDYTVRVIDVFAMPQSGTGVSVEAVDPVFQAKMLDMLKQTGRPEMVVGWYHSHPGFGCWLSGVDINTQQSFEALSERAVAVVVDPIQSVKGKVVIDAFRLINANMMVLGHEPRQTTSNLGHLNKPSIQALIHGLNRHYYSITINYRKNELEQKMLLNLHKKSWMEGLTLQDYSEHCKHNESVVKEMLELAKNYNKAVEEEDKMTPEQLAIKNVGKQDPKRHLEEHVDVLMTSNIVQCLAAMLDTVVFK
Scp-1 inhibitor: blocks human Scp-1 phosphatase activity | inhibition, % at 20 µM | AID 493091 | actives 0.88% (n = 340,000) | Recombinant Scp1, phosphopeptide, malachite green phosphate absorbance;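 active means inhibition above about 50% at 20 µM, limit read from the data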;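 further: plate controls were DMSO wells with enzyme for no effect and wells lacking enzyme for full effect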
Target sequence (Q9GZU7 76-261 limits assumed): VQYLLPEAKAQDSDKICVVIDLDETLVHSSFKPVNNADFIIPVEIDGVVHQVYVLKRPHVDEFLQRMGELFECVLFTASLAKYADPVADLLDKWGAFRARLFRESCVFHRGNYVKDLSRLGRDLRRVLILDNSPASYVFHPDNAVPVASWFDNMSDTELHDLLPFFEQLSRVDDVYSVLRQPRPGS
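Material: truncated SCP-1 phosphatase (76-261aa) / Buffer or medium: 50 mM Tris acetate pH 5.5, 0.005% Tween-20, 10 mM MgCl2 / Compound dosing: one concentration, 20 µM, with 1.0% DMSO / Incubation: 45 min room-temperature reaction, 5 min colour, 30 min stabiliser / Detection: colorimetric free-phosphate detection, absorbance 630 nm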
NadD block: blocks S. aureus nicotinate mononucleotide adenylyltransferase | actives 0.78% (n = 360,000) | purified NadD enzyme, colorimetric absorbance read-out | AID 602399 | inhibition, % at 20 µM; in the data active means inhibition above about 26%; further: some compounds past the cut are filed as inactive
SUMO1 PPI mod: SUMO1-SIM interaction modulation | P63165 | SUMO1 binding to a labelled peptide, TR-FRET, 1 h | inhibition, % at 20 µM | actives 0.33% (n = 360,000) | AID 602429; in the data active means inhibition above about 37%
Target sequence (P63165 whole entry, looked up): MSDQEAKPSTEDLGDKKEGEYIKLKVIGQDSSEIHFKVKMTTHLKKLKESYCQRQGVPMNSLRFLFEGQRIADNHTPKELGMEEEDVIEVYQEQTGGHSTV
The depositor's hits bear a star; i = inactive; x = no result given.

SMILES	MT1-MMP act inh	DNMT1 block	CendR NRP1 mod	STEP inh	LMPTP inh	SKN-1 inh	Rpn11 inh	Scp-1 inhibitor	NadD block	SUMO1 PPI mod
CCn1c(SC(C)C(=O)N2CCOCC2)nc2sc(C)c(C)c2c1=O (stereo not given)	2	-2	9	-3	0.1	-15	i	-2	-2	-2
NC(=O)c1c(NC(=O)C2c3ccccc3Oc3ccccc32)sc2c1CCCCC2	-48	35	-32	3	0.4	7	i	19	21	15
Cc1cccc(/C=N/NC(=O)CN2CCCCCCC2)c1	3	2	6	-1	-1.1	2	i	-3	-2	-3
O=C(Nc1c(Cl)cc(Cl)cc1C(=O)NCC1CCCO1)c1ccco1 (stereo not given)	2	-3	-5	-5	-0.1	-8	i	-2	0	2
COc1ccc(-n2nc(C(=O)NCc3ccco3)c3ccccc3c2=O)cc1	1	-19	-12	2	0.3	16	i	2	-6	-5
Cc1ccc(NC(=O)CSc2ncccn2)cc1S(=O)(=O)N1CCOCC1	-2	1	3	-2	-0.3	9	i	0	-5	-3
Cc1cccc(-n2c(=S)[nH]c3nc4c(cc3c2=O)COC(C)(C)C4)c1	-1	1	7	-3	-2.0	24	i	-4	-2	-6
CCOC(=O)c1cc(-c2ccco2)nc2c1c(C)nn2-c1cccc(Cl)c1	8	22	-26	0	0.9	8	i	-4	9	7
N#Cc1ccsc1NC(=O)CN1CCN(S(=O)(=O)c2ccccc2C(F)(F)F)CC1	-2	-11	-14	0	1.9	5	i	6	2	11
COc1cc(C2C(C#N)=C(N)Oc3cc(C)n(CCN4CCOCC4)c(=O)c32)cc(OC)c1OC (stereo not given)	3	-2	11	6	-0.8	0	i	1	-7	0
CC(NC(=O)CN1C(=O)NC2(CCCC2)C1=O)c1ccc(Cl)cc1Cl (stereo not given)	-3	4	6	-6	0.2	-5	i	5	-3	2
Cc1ccc(C(=O)N2CCCc3ccccc32)c(Cl)c1	-1	2	-4	0	-0.2	9	i	x	-2	13
O=C(OCCN=C1NS(=O)(=O)c2ccccc21)c1ccccc1	3	9	4	-1	-0.8	1	i	2	-4	2
O=C(CCc1nc2ccccc2s1)OCC(=O)N1CCN(C(=O)c2ccco2)CC1	-7	4	8	-3	0.2	-5	i	-2	3	0
COCCCNC(=S)N1CCN(c2nc(-c3ccccc3)cs2)CC1	11	-12	18	-2	-0.7	-17	i	-5	0	0
O=C(NCCCN1CCN(Cc2ccccc2Cl)CC1)Nc1ccccc1	7	-1	-5	4	-4.9	16	i	-7	-3	0
Cc1cccc2cc(CN(CCN(C)C)C(=S)NCc3ccco3)c(=O)[nH]c12	2	-5	-8	-1	1.0	-3	i	-12	3	4
O=C(Nc1ccc([N+](=O)[O-])cc1)/C(=C/c1cccc([N+](=O)[O-])c1)NC(=O)C1CCCCC1	3	0	-4	3	1.1	16	i	-8	4	-8
C=C(C)Cn1c(N(CCO)Cc2ccccc2)nc2c1c(=O)[nH]c(=O)n2C	-2	1	-11	-2	-2.0	-18	i	-8	1	5
CNS(=O)(=O)c1cccc(C(=O)OCC(=O)Nc2ccc(OC)cc2[N+](=O)[O-])c1	2	1	5	-1	-0.6	-5	i	-9	1	-21
COc1cc2c(cc1NC(=O)COC(=O)[C@@H](NC(=O)c1ccccc1F)C(C)C)oc1ccccc12	1	-7	-13	-2	3.1	0	i	-14	-7	-3
O=C(N1CCOCC1)N1CCc2ccccc21	-1	2	-3	-4	-1.8	11	i	-11	0	5
C=CCOC(=O)C1=C(C)N=c2s/c(=C3\C(=O)N(CC(=O)O)c4ccccc43)c(=O)n2C1c1ccc(OC)cc1 (stereo not given)	15	4	3	4	5.3	-5	i	2	12	-13
COc1ccccc1C(=O)NC(CCSC)C(=O)NCCCSc1ccccc1 (stereo not given)	-4	-1	1	0	-2.9	-4	i	-12	-7	5
COc1cc(/C=N/n2c(C)n[nH]c2=S)ccc1OCc1ccccc1	-2	3	10	-4	-1.3	6	i	-5	-3	-4
CCOC(=O)C1(C)CCCN1C(=O)c1snnc1C (stereo not given)	2	2	-3	-2	-0.6	-2	i	x	-3	3
CCC(C)OC(=O)c1cc(C)nc2c(Br)cc(Br)cc12 (stereo not given)	2	-1	-9	0	1.6	4	i	-12	3	-16
COc1ccc(C2CC2/C(C)=N/OC(=O)c2ccc(F)cc2)cc1 (stereo not given)	1	-1	-4	2	2.3	9	i	-2	-1	-1
CC(C)CNC(=O)C1CCN(c2ccc(S(=O)(=O)N3CCOCC3)cc2Cl)CC1	16	0	5	0	-0.7	-1	i	26	-3	-2
COc1ccccc1CN1CCCCC1C(=O)O (stereo not given)	1	0	-8	-1	-0.2	4	i	11	1	-2
Nc1nc(SCc2nc(-c3ccccc3)no2)[nH]c(=O)c1-c1ccccc1	x	6	0	-5	-0.8	3	i	2	7	3
Cc1ccc2nc(C3CCN(S(=O)(=O)c4ccc5ccccc5c4)CC3)[nH]c2c1	-12	1	-7	4	4.0	-1	i	6	8	10
CSc1ccccc1C(=O)NCc1ccc(C)cc1	0	1	1	0	-1.3	-1	i	1	-3	0
CC(=O)NC(c1ccc(F)c(F)c1)c1nc(-c2cccc(C(C)C)c2)cs1 (stereo not given)	-5	11	1	-3	1.9	-2	i	x	-11	1
COc1cc(/C=N/Nc2nc(N3CCCC3)nc(N3CCCC3)n2)ccc1OCc1ccccc1F	-3	8	2	3	7.3	-9	i	2	5	1
COC(=O)c1cncc(C)c1	1	1	-13	0	-2.0	0	i	1	-3	6
CC[C@]1(C(=O)OC)[C@H]2C(=O)N(C)C(=O)[C@H]2[C@H]2CN=C(SCC3CC3)N21	3	5	-10	0	-1.5	1	i	1	3	-2
O=C(CSc1nc2ccccc2nc1N1CCCCC1)Nc1ccc(F)cc1	-3	2	-3	-2	0.8	7	i	-9	2	-1
Cn1c(=O)[nH]c(=O)c2c1[nH]c(=S)n2Cc1ccccc1	0	0	-2	0	3.5	-9	i	0	12	-1
COc1ccc(C2=Nn3c(nnc3-c3cccnc3)SC2)cc1OC	3	-3	-6	2	1.8	-3	i	-2	-5	-11

2 entries picked at random from the list so far:
SMILES	MT1-MMP act inh	DNMT1 block	CendR NRP1 mod	STEP inh	LMPTP inh	SKN-1 inh	Rpn11 inh	Scp-1 inhibitor	NadD block	SUMO1 PPI mod
CC(NC(=O)CN1C(=O)NC2(CCCC2)C1=O)c1ccc(Cl)cc1Cl (stereo not given)	-3	4	6	-6	0.2	-5	i	5	-3	2
COc1ccc(C2CC2/C(C)=N/OC(=O)c2ccc(F)cc2)cc1 (stereo not given)	1	-1	-4	2	2.3	9	i	-2	-1	-1

The results go on.
SMILES	MT1-MMP act inh	DNMT1 block	CendR NRP1 mod	STEP inh	LMPTP inh	SKN-1 inh	Rpn11 inh	Scp-1 inhibitor	NadD block	SUMO1 PPI mod
CN(C)CC#CCC(O)(c1ccccc1)c1ccccc1	-3	0	6	-2	0.2	3	i	8	-3	-2
COc1ccc(OC)c(NC(=O)CSc2nn3c(=O)c(C)nnc3s2)c1	-3	-1	5	0	-1.1	2	i	-2	3	-1
COc1ccc(NC(=O)C2=NN(C3CCS(=O)(=O)C3)C(=O)CC2)cn1 (stereo not given)	-1	-9	6	0	-0.5	9	i	-8	3	-2
O=C1CCCN1CCCNCCCn1cnc2c(OCc3ccccc3)ncnc21	6	1	-1	1	-1.6	16	i	-8	-2	3
N#CCCn1cc(C(=O)Nc2ccccc2Br)c(-c2cc3ccccc3o2)n1	-1	-5	-4	1	1.0	15	i	-19	-16	-3
Clc1ccc(-c2nc3ccc(Br)cn3c2Cc2ccsc2)cc1	-1	20	-36	-2	1.0	6	i	x	6	10
Cn1cccc1-c1nc2ccccc2[nH]1	2	3	-23	1	1.3	4	i	-5	-2	1
CCOc1cc(C(=O)N2CCN=C2SC)cc(OCC)c1OCC	-3	3	3	1	0.1	10	i	-7	6	2
COc1ccc(-c2c/c(=N\c3nc(-c4ccccc4)c(C)s3)c3ccccc3o2)cc1O	16	-8	-29	2	7.2	20	i	24	39*	-21
CCn1cc(CNC(=S)Nc2cccc(Cl)c2C)cn1	3	2	0	-2	1.1	-8	i	-4	-1	1
O=C(CSc1nc(-c2ccco2)cc(C(F)(F)F)n1)N1CCN(Cc2ccccc2)CC1	0	-2	-12	1	1.5	-10	i	1	-1	-10
CCCCCCN1C[C@H](O)[C@@H](n2cc(C3CC3)nn2)C[C@@H]1c1ccc(OC)cc1	9	-2	-12	1	0.4	2	i	x	0	3
COc1cc(/C=N/NC(=O)c2ccc([N+](=O)[O-])cc2Cl)cc(Br)c1O	3	-2	-2	-2	-4.1	-3	i	-8	-6	-18
Cc1cc(C)c(NC(=S)NC(=O)c2ccc(-c3ccccc3)cc2)c(C)c1	0	0	8	0	2.9	-2	i	-8	5	-3
Nc1scn[n+]1Cc1cccc2cccnc12	1	2	9	-1	3.4	12	i	-9	-7	-10
Cn1c(Cn2c(=O)sc3ccccc32)nnc1SCC(=O)NC1CCCC1	3	4	-8	1	-0.9	-3	i	7	0	4
Cc1ccccc1N(C=O)c1ccccc1C	1	1	12	2	-0.7	-9	i	1	1	1
COC(=O)C1=C(C)n2nnnc2NC1c1ccc(Cl)cc1 (stereo not given)	2	4	5	-1	-5.5	18	i	3	2	2
COCCNC(=O)CN(C(=O)CCC(=O)Nc1ccccn1)c1ccc(OC)cc1	0	-2	5	-2	-1.8	5	i	-2	0	-2
COc1cc(/C=C(/C#N)C(=O)Nc2cc(C(F)(F)F)ccc2Cl)ccc1OCC(=O)Nc1cccc(C(F)(F)F)c1	1	2	-26	1	-1.6	-3	i	-4	11	-12
Cc1ccc(-c2cc(C(=O)N3CCN(c4ccccc4O)CC3)c3ccccc3n2)cc1	-1	-20	4	2	3.7	2	i	-3	13	-3
COC(=O)c1ccc2nc(-c3ccc(C#N)cc3)c(Cc3cccc(F)c3)n2c1	-3	14	-9	5	1.7	2	i	x	6	-10

One compound at a time (already shown). Order of screens: MT1-MMP act inh, DNMT1 block, CendR NRP1 mod, STEP inh, LMPTP inh, SKN-1 inh, Rpn11 inh, Scp-1 inhibitor, NadD block, SUMO1 PPI mod
COc1ccc(OC)c(NC(=O)CSc2nn3c(=O)c(C)nnc3s2)c1 reads -3, -1, 5, 0, -1.1, 2, i, -2, 3, -1
COc1ccc(-c2c/c(=N\c3nc(-c4ccccc4)c(C)s3)c3ccccc3o2)cc1O reads 16, -8, -29, 2, 7.2, 20, i, 24, 39*, -21
Clc1ccc(-c2nc3ccc(Br)cn3c2Cc2ccsc2)cc1 reads -1, 20, -36, -2, 1.0, 6, i, x, 6, 10
Cc1ccc(-c2cc(C(=O)N3CCN(c4ccccc4O)CC3)c3ccccc3n2)cc1 reads -1, -20, 4, 2, 3.7, 2, i, -3, 13, -3
Cc1ccccc1N(C=O)c1ccccc1C reads 1, 1, 12, 2, -0.7, -9, i, 1, 1, 1
